# NCI-60 one-dose screen, 48 h, at 10 µM unless noted. Numbers give growth in % (100 = growth as untreated, 0 = no growth, -100 = all killed).
# M14: M14 melanoma | AID 1794745 | 80,000 tested, 6.2% active
# RPMI-8226: RPMI-8226 leukemia cells; 77,000 tested, 7.5% active; AID 1794781
# MDA-MB-435: MDA-MB-435 melanoma | 82,000 tested, 7.8% active
# HOP-62: HOP-62 NSCLC; 80,000 tested, 3.9% active; AID 1794735
# A549/ATCC: A549/ATCC NSCLC | AID 1794740 | 81,000 tested, 3.7% active
# HOP-92: HOP-92 NSCLC cells. 71,000 tested, 6.3% active
# EKVX: EKVX NSCLC; 71,000 tested, 3% active; AID 1794765
# CCRF-CEM: CCRF-CEM leukemia; 77,000 tested, 7% active; AID 1794778
# An asterisk follows results filed as active; x = no result given; & = joins results of further samples; [ ] = remark or other dose. The calls were made as follows: active = growth percent below 10; inactive = the rest.
SMILES,M14,RPMI-8226,MDA-MB-435,HOP-62,A549/ATCC,HOP-92,EKVX,CCRF-CEM
Cc1ccc2nc(COc3ccc(NC(=S)Nc4ccccc4)cc3)[nH]c2c1,99,104,105,102,102,89,101,95
OC(Cc1cccc(/C=N/N2CCOCC2)n1)(C(F)(F)F)C(F)(F)F,96&104,93&97,106&109,99&103,107&99,106&98,102,101&101
COC(=O)c1c(C)[nH]c2c3c(c(O)cc12)[C@H]1C[C@@H]2[C@@]4(C)CCCC(C)(C(=O)OC)[C@@H]4CC[C@@]32C=C1C(C)C (stereo partly drawn),90,79,97,96,89,80,82,92
CCOC(=O)Nc1ncccn1,102,87,93,104,100,83,105,90
COC(=O)C1CCCN1S(=O)(=O)/N=C1\NC(=O)NC1=C(Cl)Cl (stereo not drawn),94,98,105,112,105,117,101,83
CNC(=O)C(C)C1C(=O)/C(=C(O)/C=C\C(C)=C\C(C)C2OC3(C)OC(C=CC34CO4)C2C)C(=O)N1C1CCC(O)C(C)O1 (stereo not drawn),88&95,98&106,105&94,99&97,103&101,95,104,101&92
CN1C(=O)NC(c2ccc3c(c2)OCO3)C=C1c1ccccc1 (stereo not drawn),97,66,97,91,91,94,95,87
C=CCN(CC=C)C(=O)C(C)O (stereo not drawn),104,103,105,107,109,x,101,106
C[N+](C)(Cc1ccccc1)Cc1ccccc1,102,100,113,110,98,65,114,83
CC(=O)/C(=C/c1cccc(F)c1)c1ccccc1,106,97,107,110,111,x,x,94
C=CCSC(SCC=C)c1ccc(Cl)cc1,x,x,101,110,98,79,107,81
C[N+](C)(C)CC(=O)N/N=C/c1cccc([N+](=O)[O-])c1,123,95,97,105,102,x,88,98
CC(O)CCC1C(C)CCC1(C)C(C)C (stereo not drawn),106,115,108,106,97,86,115,108
ClCc1ccc(-c2ccc(Cn3cnc4c(Cl)nc(Cl)nc43)cc2)cc1,48,-47*,4.6*,-16*,-42*,-78*,-58*,-31*
O=C(Nc1ccc(NC(=O)c2cc(S(=O)(=O)Nc3ccc(C(F)(F)F)cc3)c(O)c(O)c2O)cc1)c1cc(S(=O)(=O)Nc2ccc(C(F)(F)F)cc2)c(O)c(O)c1O,112,97,113,107,99,124,110,79
C=CCn1c(SCC(=O)Nc2ccc(C(=O)/C=C/c3cc(OC)c(OC)c(OC)c3)cc2)nnc1-c1ccc(OC)cc1,6.9*,-33*,-38*,-33*,4.0*,21,14,6.5*
Cc1ccc(Cl)cc1[N+](=O)[O-],108,102,119,96,103,86,116,99
COC(=O)C12C3C(=O)N(Cc4ccc5c(c4)OCO5)C(=O)C3C(c3cn(-c4ccccc4)nc3-c3ccccc3)N1[C@H](c1cn(-c3ccccc3)nc1-c1ccccc1)[C@@H]1C(=O)N(Cc3ccc4c(c3)OCO4)C(=O)[C@@H]12 (stereo partly drawn),96,99,97,100,101,114,x,111
Cn1cc(/C=C2\SC(=S)N(N3CCOCC3)C2=O)c2ccccc21,103,106,103,101,103,96,93,105
CSc1nc(=O)n(Cc2ccc(Cl)cc2)c(=O)n1Cc1ccc(C(=O)O)cc1,107,101,109,99,117,x,x,x
COP(=O)(OC)C(Cc1c[nH]c2ccccc12)NC(=O)OCc1ccccc1 (stereo not drawn),95,98,106,94,108,94,96,96
O=C(C(=O)c1ccc(Cl)cc1)c1ccc(Cl)cc1,101,100,93,117,102,x,x,100
Nc1ccc2ccccc2c1N=Nc1ccccc1,100,87,100,89,86,72,84,45
O=C1N=NC2=C1c1c3ccccc3c(O)n1CC2,93,101,100,92,45,x,96,97

# Single records (already shown). Order of values: M14, RPMI-8226, MDA-MB-435, HOP-62, A549/ATCC, HOP-92, EKVX, CCRF-CEM
# CC(O)CCC1C(C)CCC1(C)C(C)C (stereo not drawn) is listed as 106, 115, 108, 106, 97, 86, 115, 108
# O=C(C(=O)c1ccc(Cl)cc1)c1ccc(Cl)cc1 is listed as 101, 100, 93, 117, 102, x, x, 100
# CSc1nc(=O)n(Cc2ccc(Cl)cc2)c(=O)n1Cc1ccc(C(=O)O)cc1 is listed as 107, 101, 109, 99, 117, x, x, x
# Cn1cc(/C=C2\SC(=S)N(N3CCOCC3)C2=O)c2ccccc21 is listed as 103, 106, 103, 101, 103, 96, 93, 105
# Cc1ccc(Cl)cc1[N+](=O)[O-] is listed as 108, 102, 119, 96, 103, 86, 116, 99

# Additional entries.
SMILES,M14,RPMI-8226,MDA-MB-435,HOP-62,A549/ATCC,HOP-92,EKVX,CCRF-CEM
O=C1Cc2cc(CCn3cncn3)c(Cl)cc2N1,24,x,34,70,60,x,30,x
CCCCNc1ccc(C#N)c(OCCN(CC)CC)c1,104,93,104,101,101,94,99,95
CCOc1ccc2nc(S(N)(=O)=O)sc2c1,99&88,107&100,105&91,117&102,105&99,100,114&97,99&100
CCCCNCCOC(=O)c1ccc(OCCCC)c(N)c1,105,91,114,84,69,97,104,73
O=C1c2ccccc2C(=O)c2cc(Cn3c[n+](Cc4ccc5ccccc5c4)c4ccccc43)ccc21,39,2.5*,38,76,91,16,74,22
NS(=O)(=O)c1ccc(-n2nc(-c3ccc(Br)cc3)ccc2=O)cc1,62[100 µM],86[100 µM],0.1*[100 µM],20[100 µM],58[100 µM],-30*[100 µM],x,x
COc1ccc(C2=NOC(CC(=O)N3CCCC3)C2)cc1OC1CCCC1 (stereo not drawn),105,109,110,98,104,89,86,108
C=C(C)C(C(=O)OCC)(C(=O)OCC)C(C)C,110,99,x,108,96,x,x,98
CCOC(=O)c1ccccc1C,110,108,114,105,113,112,106,105
CCN(CC)CCOC(=O)Nc1ccccc1Cl,86,89,108,102,99,82,106,76
Clc1ccc(-c2cn(-c3ccccc3)c(-c3ccccc3)n2)c(Cl)c1,17,16,-37*,32,-8.5*,x,51,35
COc1cccc2c(=O)c3c(sc12)c(N1CCNCC1)nc1ccccc13,81,x,55,81,49,52,96,14

# Reformatted bar-delimited: entries from further up.
Structure | M14 | RPMI-8226 | MDA-MB-435 | HOP-62 | A549/ATCC | HOP-92 | EKVX | CCRF-CEM
CCOc1ccc2nc(S(N)(=O)=O)sc2c1 | 99&88 | 107&100 | 105&91 | 117&102 | 105&99 | 100 | 114&97 | 99&100
CCCCNCCOC(=O)c1ccc(OCCCC)c(N)c1 | 105 | 91 | 114 | 84 | 69 | 97 | 104 | 73
O=C1c2ccccc2C(=O)c2cc(Cn3c[n+](Cc4ccc5ccccc5c4)c4ccccc43)ccc21 | 39 | 2.5* | 38 | 76 | 91 | 16 | 74 | 22
NS(=O)(=O)c1ccc(-n2nc(-c3ccc(Br)cc3)ccc2=O)cc1 | 62[100 µM] | 86[100 µM] | 0.1*[100 µM] | 20[100 µM] | 58[100 µM] | -30*[100 µM] | x | x
COc1ccc(C2=NOC(CC(=O)N3CCCC3)C2)cc1OC1CCCC1 (stereo not drawn) | 105 | 109 | 110 | 98 | 104 | 89 | 86 | 108

# Next part.
SMILES,M14,RPMI-8226,MDA-MB-435,HOP-62,A549/ATCC,HOP-92,EKVX,CCRF-CEM
Cc1ccc(/C(=N\N=C(N)N)C2CC2)c(C)c1,90,95,95,106,87,85,88,x
Cn1cc(-c2nc(-c3cccnc3)cs2)c2cccnc21,86,x,43,x,92,x,74,x
O=C1/C(=C/c2ccc([N+](=O)[O-])cc2)CCc2ccccc21,95&103,86&100,94&98,89&104,86&92,82&108,95,102&95
Cc1ccc(NC(=O)Nc2ccccc2C(N)=O)cc1,117,87,100,112,90,x,107,94
COc1cc(-c2nc(SCCCCCC(=O)NO)[nH]c(=O)c2C#N)cc(OC)c1OC,107,101,109,111,107,125,107,96
CCN1C(=O)N(CC)C2Nn3c(s/c(=C\c4c[nH]c5ccccc45)c3=O)=NC21 (stereo not drawn),97,130,82,76,103,25,92,x
C/C(=C\c1ccccc1)c1ccccc1,97,147,96,86,85,x,96,93
Cc1nc2ncccc2nc1Nc1ccc(S(=O)(=O)N=C(N)N)cc1,99,95,119,104,105,71,107,102
COc1cccc(Sc2nc(N)nc3c2CCN(Cc2ccc(OC)cc2OC)C3)c1,97,61,95,97,92,60,100,81
COc1ccc(/C=N/NC(=O)c2c(Nc3ccccc3)nn(CC(O)c3ccccc3)c2N)cc1 (stereo not drawn),89,90,63,99,98,x,88,88
Cc1ncsc1CCO,95&107,122&106,104&106,106&103,93&96,98&91,100&112,121&40
CCCCCCOc1cc(N)ccc1C(=O)NCCN(CC)CC,96,92,107,107,106,89,95,96
CCCC(CCC)C(=O)OCc1cn(-c2cc3ccccc3oc2=O)nn1,108,91,107,98,99,73,101,77
COC(=O)C1(C)CCC[C@]2(C)[C@H]3C[C@@H]4[C@H]5[C@@H]6CC/C(=N\N=CCc7ccco7)[C@H]5[C@@]3(CC[C@@H]12)CC4(C(C)C)O6 (stereo partly drawn),92,87,101,116,87,69,96,98
C=CCc1cn(C2CC(O)C(CO)O2)c(=O)[nH]c1=O (stereo not drawn),97,x,128,99,138,80,96,x
CSc1ccc(NC(=O)NN(c2ccccc2)C2CCS(=O)(=O)C2)cc1 (stereo not drawn),106,102,109,84,109,89,x,103
CC(=O)N(O)[C@@H](C)/C=C/c1cccc(Oc2ccc(F)cc2)c1,90,86,102,90,101,46,95,78
CCOC(=O)NC1=NCC(C)S1 (stereo not drawn),109,89,119,107,111,96,106,94
CN1CCc2c(sc3nc(-c4ccccc4)[nH]c(=O)c23)C1,105,102,103,102,96,104,96,76
Cn1c(=O)c2[nH]c([N+](=O)[O-])nc2n(C)c1=O,96,99,97,108,104,x,98,104
Cn1cc2c(=O)nc3c(-c4nc5ccccc5[nH]4)n[nH]n3c2n1,76,51,74,73,79,84,96,6.3*
O=S(=O)(O)c1nc[n+]([O-])c2nc[nH]c12,110,82,101,102,96,97,99,83
Cc1nc2sc(C(=O)Nc3cccc4ncccc34)c(N)c2cc1C(C)O (stereo not drawn),62,76,-8.4*,68,81,70,88,54
C(=N/Nc1ncc(-c2cc3cc(-c4ccccc4)ccc3o2)s1)/c1c2ccccc2cc2ccccc12,109,111,99,106,99,106,104,108
NNc1nc2c(cnn2-c2ccccc2)c(=O)n1N,116&110,103&104,104&99,89&102,106&96,103&103,99&101,100&103
O=C(O)CSCC(=O)Nc1cc(C(F)(F)F)ccc1Cl,103,106,111,105,106,104,105,101
O=c1[nH]cc(NCc2ccccc2)c(=O)[nH]1,102,109,103,x,104,x,91,92
N#CC(NC(=O)c1ccccc1)C1CC1 (stereo not drawn),106,106,114,95,83,82,107,96
COc1c(O)c(O)cc2c3c(oc12)CC(c1ccc2c(c1)OCO2)CC3=O (stereo not drawn),23,63,40,71,61,72,65,57
CC(=O)c1sc(NC(=O)Nc2ccc(C)cc2C)nc1C,67,25,66,94,63,69,x,54
Cc1ccc(C(=O)Nn2c(COc3ccccc3)nc3ccccc3c2=O)cc1,107,102,97,95,113,103,99,109
CC(C)(c1cc(Cl)c(OCCO)c(Cl)c1)c1cc(Cl)c(OCCO)c(Cl)c1,89,56,97,80,55,53,72,79
Cn1c(=O)[nH]c(=O)c2nc(CC(=Nc3ccc(Cl)cc3)c3ccccc3)c(=O)[nH]c21,88,96,81,93,96,80,95,94
CN(C)CCC(OC(=O)C(c1ccccc1)c1ccccc1)c1ccccc1 (stereo not drawn),74,73,95,67,89,50,76,81
COc1ccc(S(=O)(=O)N2CCOCC2)cc1NC(=O)c1[nH]c(C)c2c1CCCCC2=O,102&109,22&104,36&105,34&109,62&97,27&111,54&103,59&111
Cc1ccc(NC2(C#N)CCCC2)cc1,108&93,97&91,105&111,100&103,96,72,93&112,89&104
CN(C)c1nc(NCCNS(=O)(=O)c2ccc(C3=Nc4c(N)nc(N)nc4NC(c4ccc(Cl)cc4)C3)cc2)nc(Nc2ccc(F)cc2)n1 (stereo not drawn),12,-2.3*,32,80,63,x,43,14
COc1ccc(-c2cc(-c3ccccc3)nc(SCCCCCCC(=O)NO)n2)cc1,48,x,35,57,50,49,74,x
COc1cc(C2CC(=O)Nc3ncn(-c4ccc(F)cc4)c32)cc(OC)c1OC (stereo not drawn),89,109,103,96,96,x,116,110
O=Cc1ccc2c(c1)OCCOCCOCCOCCO2,105,97,105,109,105,101,x,94
O=C(/C=C1\C(=O)N(Cc2ccccc2)c2ccccc21)c1ccc(OCCN2CCCCC2)cc1,38,-34*,96,x,83,11,64,1.2*
N#Cc1c(-c2ccco2)nc(NCCO)[nH]c1=O,97,93,106,89,97,96,93,102
OCCOSCCO,100,133,109,104,111,124,x,107
Cc1cc(NC(=O)COC(=O)c2cccc(Oc3ccccc3)c2)no1,104,96,101,95,103,84,115,98
NC(=S)N/N=C\c1[nH]c(=O)nc2ccccc12,106,95,97,102,99,88,x,98
COC(=O)[C@]12CC[C@@H](C)[C@H](C)[C@@H]1C1=CC[C@@H]3[C@@]4(C)C(C=O)=C[C@@](C)(CO)[C@@H]4C(=O)C[C@@]3(C)[C@]1(C)CC2,31,32,55,76,41,56,45,65
Cc1ccccc1S(=O)(=O)N1C(=O)c2ccccc2S1(=O)=O,104,97,105,109,102,97,97,101
FC(F)(F)c1cccc(N2NC(=S)N3C=CC=CC32)c1 (stereo not drawn),106,100,107,107,101,90,116,120
CC(=C/c1ccccc1)/C=N/NC(=O)C[N+](C)(C)C,121,107,98,107,93,104,119,105
Cc1ccc(S(=O)(=O)OCC#CCOS(=O)(=O)c2ccc(C)cc2)cc1,44,20,49,-13*,17,40,61,7.4*
CC(=O)CC(c1cccs1)c1c(-c2ccccc2)[nH]c2cc(C)ccc12 (stereo not drawn),80,78,60,79,94,79,60,84
CC1=NN(c2cccc(Cl)c2)C(=O)/C1=C\c1cn(C[C@@H](O)Cn2c3ccccc3c(=O)c3ccccc32)c2ccccc12,96,96,99,87,90,86,97,96
O=C1N(Cc2ccc(OC(F)(F)F)cc2)c2ccccc2S(=O)(=O)N1c1cccnc1Cl,81,30,96,88,71,80,38,58
CNS(=O)(=O)Oc1ccc(-c2cn3ccoc3n2)cc1,104,108,98,106,105,103,100,114

# Bioassay records from PubChem.
